# Screening results (PubChem BioAssay)
# Yfh1-depleted yeast: enhancers of respiration in Yfh1-depleted yeast, dose response, Friedreich's ataxia, plus single-dose screen (AID 1465); S. cerevisiae Yfh1-off respiration, WST-1 reduction, 72 h; higher fold induction means a stronger effect; fold induction at 50 µM; hits with a dose series show EC50 in µM; 0.074% of 220,000 active;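 active means fold induction of absorbance versus untreated yeast above a set limit, then at least 30% activation at any dose in follow-up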;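 further: activators that raise dye reduction in frataxin-depleted yeast; strong numbers were not always called active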
# Lipid droplet: modulators of hepatic lipid droplet formation. AML12 mouse hepatocytes, oleate lipid droplets, BODIPY imaging. inhibition, % at 6.5 µM. 0.4% of 240,000 active. AID 1656;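 active means lipid droplet intensity inhibited by at least 50%, with more than 500 cells counted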
#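 Assay system: AML12 hepatocytes (mouse); Probe or stimulus: oleic acid at 100 µM to induce lipid droplet formation; Dosing: compound at 6.5 µM only; Schedule: compound with oleate, overnight; Detection: fluorescence imaging, 20x objective, two fields per well; Measure: % inhibition of lipid droplet signal.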
# P. falciparum M17LAP: P. falciparum M17LAP inhibitors, primary screen, biochemical, fluorogenic H-Leu-NHMec substrate, 1536-well (AID 1619) | recombinant M17LAP, H-Leu-NHMec fluorogenic kinetic assay; higher % means a stronger effect | inhibition, % at 30 µM, or IC50 in µM where a hit was titrated | 0.38% of 220,000 active;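 active means compound inhibiting the enzyme by more than half at any dose during confirmatory dose-response retesting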;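 further: plate controls were full reaction with DMSO carrier for no effect and no enzyme background for full effect; strong numbers were not always called active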
# ER stress rescue: protection against thapsigargin-triggered cell killing – 384-well, CSM14.1, ATP luminescence, primary screen (AID 1222) | CSM14.1 thapsigargin-induced death rescue, ATP luminescence; higher % means a stronger effect | one-dose cellular ATP content (survival), % at 20 µM; EC50 in µM for titrated hits | 190,000 tested, under 10 active;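 active means EC50 below 50 µM in the dose-response confirmation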;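 further: death triggered by thapsigargin at about 15 µM added after 2 h compound pretreatment; cell ATP read after overnight thapsigargin exposure of roughly 18 to 22 hours; normalized against plate controls of thapsigargin alone and 5% DMSO vehicle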
# Dynein transport: blocks dynein driven cargo transport along microtubules; 3617.4 mouse cells, GR-EGFP nuclear translocation imaging; test concentration mostly 20 µM; stimulated with dexamethasone, 1 µM; active compounds read low; z-score, hits read low; 0.47% of 220,000 active;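 active means plate z-score of nuclear minus cytoplasmic receptor signal below a set negative limit, without overly bright fluorescence or cell loss, cut at about -3.5 in these data, passing the limit was not always enough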;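 further: z-score of nuclear minus cytoplasmic ring GR-EGFP intensity difference per well; some compounds called inactive have numbers as strong as hits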
#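 Medium: Induction medium lacking tetracycline, stripped serum | Probe or stimulus: 1.0 µM final dexamethasone stimulus | Schedule: 48 h induction, then 1 h compound, then 30 min agonist, 37 °C | Signal: Automated 10x imaging of fixed Hoechst-stained cells | Evaluation: Per-cell GR-EGFP intensity, nucleus versus surrounding cytoplasmic ring, well-averaged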
# MT stabilize HCS: microtubule stabilization, imaging screen; HeLa tubulin immunostaining HCS, 24 h; share of cells brighter than vehicle mean+2SD; % tubulin-high responders, % at 10 µM; 0.83% of 200,000 active; AID 2205;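 active means plate Z-score above 3 for both tubulin-high and condensed-nucleus cell shares, with cell loss under 80%, at 10 µM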;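 further: anti alpha tubulin signal scored within the nucleus-defined area of each cell; some results filed as inactive read as strong as hits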
# Insulin prom up: MIN6 insulin promoter up-regulation. MIN6 insulin promoter-GFP reporter, high-content imaging; active compounds read high. z-score at 5 µM. 0.3% of 190,000 active. AID 1625;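 active means z-score above 3 at 5 µM with at least 500 cells counted in the well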
# Autophagy HCS: alters autophagy in cells; MEF GFP-LC3 puncta imaging; test concentration mostly 10 µM; calls only at 10 µM (by protocol); 0.98% of 190,000 active; AID 463193;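 active means percentage of spot-positive cells more than 3 SD above its plate mean, without a fluorescence outlier flag or 80% toxicity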;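 further: spot-positive cell cutoff set from DMSO-treated cells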
# M1AAP inhibition: malaria alanyl aminopeptidase activity blockers – biochemical, fluorogenic H-Leu-NHMec substrate, 1536-well (AID 1445); recombinant M1AAP, H-Leu-NHMec fluorogenic kinetic assay; higher % means a stronger effect; inhibition, % at 30 µM, or IC50 in µM where a hit was titrated; 0.42% of 220,000 active;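 active means primary inhibition above the hit cutoff, then over 50% inhibition at one or more dose response concentrations, cut at about 23% in these data, passing the limit was not always enough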;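 further: plate controls were DMSO full reaction for no effect and no enzyme background for full effect; strong numbers were not always called active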
# Dynein transport cytoplasmic EGFP: second read-out of Dynein transport, no call of its own (marks repeat the call); z-score; measured here: cytoplasmic GR-EGFP intensity; active compounds read high
# Dynein transport nuclear GR-EGFP: second read-out of Dynein transport, no call of its own (marks repeat the call); z-score; measured here: nuclear GR-EGFP intensity;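 lower value marks the stronger effect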
# Dynein transport cell count: recorded beside Dynein transport, whose call it bears; z-score; measured here: cell count per field
# Insulin prom up cell count: recorded beside Insulin prom up, whose call it bears; cell count; measured here: cytotoxicity, nuclei count;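 total cells summed across four imaged fields per well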
# Lipid droplet cells 6.5 µM: recorded beside Lipid droplet, whose call it bears; cell count; measured here: cell count, cytotoxicity flag;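 cells counted across two imaged fields per well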
# MT stabilize HCS Hoechst-high %: second read-out of MT stabilize HCS, no call of its own (marks repeat the call); % Hoechst-high responders; measured here: nuclear condensation Hoechst responders;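 share of cells brighter than vehicle mean plus two SD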
# MT stabilize HCS cytotoxicity %: second read-out of MT stabilize HCS, no call of its own (marks repeat the call); toxicity, %; measured here: cytotoxicity by cell density;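 0% = mean cell density of plate MIN control wells and 100% = no cells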
# Autophagy HCS cell loss 18 h: further read-out of Autophagy HCS, marked with its call; toxicity, %; measured here: cell loss, nuclei count;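 cell loss after 18 h compound exposure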
# Starred values were filed as active, the others as inactive; i = inactive; x = no result given; + = active, no number.
SMILES,Yfh1-depleted yeast,Lipid droplet,Lipid droplet cells 6.5 µM,P. falciparum M17LAP,ER stress rescue,Dynein transport,Dynein transport cytoplasmic EGFP,Dynein transport nuclear GR-EGFP,Dynein transport cell count,MT stabilize HCS,MT stabilize HCS Hoechst-high %,MT stabilize HCS cytotoxicity %,Insulin prom up,Insulin prom up cell count,Autophagy HCS,Autophagy HCS cell loss 18 h,M1AAP inhibition
Cn1c(=O)c(=O)n(C)c2cc(S(=O)(=O)NCCc3ccccc3)ccc21,i,x,x,22%,3.1%,0.71,0.18,0.47,-0.93,6.5,1.6,20,-0.06,1570,i,46,4%
CCOC(=O)c1sc(C)c2c(=O)n(CCc3ccccc3)nnc12,i,x,x,0%,-0.5%,-0.19,-0.14,0.39,-0.14,1.8,1.1,3.0,0.52,1457,i,15,0%
C=CCSc1nnc(-c2nnc(SCC=C)n2CC)n1CC,i,x,x,0%,-1.1%,-0.34,-0.2,0.1,1.2,2.8,1.2,6.2,1.1,1361,i,-2,-1%
c1ccc(-n2nnnc2NC2CCCCC2)cc1,i,-15,618,10%,-1.0%,0.16,-0.12,-0.051,-0.19,4.3,1.5,5.4,0.68,1896,i,-25,8%
O=C(NCc1n[nH]c(=S)n1-c1ccc(Br)cc1)c1ccc(S(=O)(=O)N2CCOCC2)cc1,i,1,655,-2%,-1.9%,0.077,-0.27,-0.052,0.5,4.2,2.0,4.2,x,x,i,-30,2%
O=C(O)c1cccc(-c2ccc(/C=N/NC(=O)C3COc4ccccc4O3)o2)c1 (centres undefined),i,-3,685,46µM*,-0.6%,0.29,-0.13,0.69,-1.4,2.4,1.0,1.8,-0.16,1573,i,14,16%
CN1c2ccsc2/C(=N/NC(=O)c2c(F)cccc2F)CS1(=O)=O,x,5,819,19%,3.2%,1.5,0.05,0.77,0.44,1.5,1.5,9.3,x,x,i,-8,3%
O=C(N[C@H](C(=O)O)c1ccccc1)C1CCC(Cn2nnc3ccccc3c2=O)CC1 (some centres undefined),i,12,721,-10%,x,1.2,-0.16,0.45,-0.87,x,x,x,x,x,x,x,-4%
Cc1cccc(C)c1NC(=O)CSc1nc(COc2ccccc2)nc2ccccc12,i,x,x,20%,7.6%,0.047,-0.16,0.35,0.89,1.8,2.3,11,x,x,i,8,1%
C/C(=N\NC(=O)c1nc(C)cc(C)n1)c1ccccc1,i,-3,719,-3%,-1.0%,1.7,0.2,1.1,-1.8,1.4,1.3,8.9,-0.39,843,i,-3,7%
CCOC(=O)N1CCN(C(=O)CSc2ccc3nnc(CCNC(=O)c4ccc(OC)cc4)n3n2)CC1,i,5,720,-2%,2.5%,0.62,-0.23,0.33,-0.4,3.6,1.4,4.9,x,x,i,29,0%
COc1ccc(C(=O)N2CCCC(c3nc(-c4cccs4)no3)C2)cc1OC (centres undefined),i,x,x,3%,-1.2%,-0.54,-0.23,-0.28,1.4,3.8,2.1,5.6,-0.5,1243,i,8,8%
O=C(Nc1ccc(NC(=O)c2ccncc2)cc1)c1ccncc1,i,30,415,-5%,x,0.51,-0.28,-0.091,0.29,x,x,x,0.09,1402,x,x,5%
Nc1c(C(=O)N2CCOCC2)sc(=S)n1-c1ccccc1,i,8,700,13%,-0.8%,-0.85,-0.24,-0.41,0.85,1.3,0.5,21,-0.21,1882,i,-11,25%*
CCNS(=O)(=O)c1cc(Br)ccc1OC,i,-2,754,9%,-2.6%,-0.88,-0.28,-0.48,0.43,3.0,3.0,6.0,x,x,i,-2,1%
O=C(c1ccc(S(=O)(=O)c2ccc(F)cc2)c([N+](=O)[O-])c1)N1CCCCCC1,i,-100,577,-1%,-0.8%,-3.2,0.49,-1.9,-0.17,3.4,3.8,10,-0.22,709,i,-1,4%
CC1=C(C(=O)OCCOc2ccccc2)C(c2coc3ccccc3c2=O)C2=C(CCCC2=O)N1 (centres undefined),i,-12,673,-11%,-2.1%,-0.62,-0.23,-0.36,0.83,2.2,1.7,6.8,0.68,909,i,13,8%
O=C(OCC1CC(c2ccccc2)=NO1)c1ccc(Cl)cc1 (centres undefined),i,x,x,1%,1.8%,0.35,-0.01,0.74,0.69,2.3,1.7,4.0,-0.1,1477,i,17,5%
CCOC(=O)CN1C(=O)C(Sc2n[nH]c(-c3ccc(O)cc3)n2)CCc2ccccc21 (centres undefined),i,-1,804,3%,-4.1%,0.2,0.37,0.57,-0.066,3.1,2.1,7.8,-0.7,1028,i,32,19%
O=C(CSc1ccc(-c2ccccn2)nn1)c1ccc(F)cc1,i,3,697,-2%,-1.9%,-1.2,-0.14,-0.65,1,2.6,2.7,7.7,-1.3,1128,i,-2,1%
C=CCN(C(=O)C1=NN(C2CCS(=O)(=O)C2)C(=O)CC1)c1nc(-c2ccc([N+](=O)[O-])cc2)cs1 (centres undefined),i,-22,661,-9%,0.6%,2,0.47,1.6,-2.2,1.6,2.2,13,-0.12,1536,+,4.9*,-11%
CCc1cccc(NC(=O)CCCSc2nc3ccccc3[nH]2)c1,i,4,662,9%,-1.0%,-0.11,-0.24,0.053,-0.22,2.2,3.9,13,0.28,1382,i,0,4%
CCn1c(SCC(=O)OC)nc2sc3c(c2c1=O)CC(C)(C)OC3,i,-7,739,-3%,x,-0.11,-0.24,0.027,0.37,x,x,x,-0.33,1166,x,x,5%
CN1CCN(C(=S)NC(=O)/C=C/c2ccccc2Cl)CC1,i,5,677,x,-0.5%,1.4,-0.051,1.3,-1.2,0.6,2.1,12,-0.89,1480,i,-7,x
COc1ccc(OCC(=O)Nc2ncc3c(n2)CC(C)(C)CC3=O)cc1,i,x,x,11%,-0.5%,-1.3,-0.33,-1.2,0.81,5.0,2.4,6.2,x,x,i,0,18%

# Just Lipid droplet, Dynein transport and Dynein transport cytoplasmic EGFP (three entries from above):
SMILES	Lipid droplet	Dynein transport	Dynein transport cytoplasmic EGFP
CCOC(=O)CN1C(=O)C(Sc2n[nH]c(-c3ccc(O)cc3)n2)CCc2ccccc21 (centres undefined)	-1	0.2	0.37
O=C(CSc1ccc(-c2ccccn2)nn1)c1ccc(F)cc1	3	-1.2	-0.14
O=C(O)c1cccc(-c2ccc(/C=N/NC(=O)C3COc4ccccc4O3)o2)c1 (centres undefined)	-3	0.29	-0.13

# Next section:
SMILES,Yfh1-depleted yeast,Lipid droplet,Lipid droplet cells 6.5 µM,P. falciparum M17LAP,ER stress rescue,Dynein transport,Dynein transport cytoplasmic EGFP,Dynein transport nuclear GR-EGFP,Dynein transport cell count,MT stabilize HCS,MT stabilize HCS Hoechst-high %,MT stabilize HCS cytotoxicity %,Insulin prom up,Insulin prom up cell count,Autophagy HCS,Autophagy HCS cell loss 18 h,M1AAP inhibition
Cc1c(Cc2ccc3c(c2)OCO3)sc(NC(=O)c2ccccc2)c1C(N)=O,i,-17,671,11%,-2.0%,-0.84,-0.29,0.24,0.91,5.5,3.6,5.1,-0.04,1348,i,15,0%
CC(C)[C@H](NC(=O)NCc1ccc(Cl)cc1)C(=O)O,i,-1,568,46%,-2.2%,0.55,0.12,0.76,0.8,2.1,2.4,6.7,0.55,1638,i,-2,3%
CC(C)CC(=O)NC1(C(F)(F)F)C(=O)Nc2c1c(=O)n(C)c(=O)n2C (centres undefined),i,-15,772,0%,-2.6%,-0.91,-0.22,-0.17,-0.27,3.9,2.4,3.4,-0.11,1245,i,-13,-1%
C=CCOC(=O)C1=C[C@@H](c2ccc3c(c2)OCO3)C[C@@H](OCc2ccc(CO)cc2)O1,i,-15,742,-2%,11%,0.47,-0.22,0.53,-0.27,1.5,1.1,1.7,0.63,1461,i,25,3%
Cc1ccccc1OCc1nc2ccccc2c(=O)n1/N=C/c1c[nH]c2ccccc12,i,0,610,11%,3.3%,-0.51,-0.31,-0.62,0.54,4.8,4.5,6.9,-0.32,1279,i,3,1%
O=Cc1cccc(Oc2ccc([N+](=O)[O-])cc2[N+](=O)[O-])c1,i,-7,729,0%,-1.1%,-1.8,0.69,-0.32,-0.23,2.8,4.6,9.4,1.8,1153,i,5,18%
OCCN1CCN(CC(O)C(F)(F)F)CC1 (centres undefined),i,-15,689,4%,-1.5%,-0.055,-0.25,0.014,0.077,4.4,2.1,9.5,0.48,1498,i,11,18%
COc1ccc(N(C(=O)c2cccnc2)S(=O)(=O)c2ccccc2)cc1,i,8,719,1%,2.4%,2.3,0.0026,1.7,-2.1,3.3,1.8,3.9,x,x,i,-22,-5%
COC(=O)[C@H](Cc1ccccc1)NC(=O)O[C@H]1C(=O)c2ccc(OC)cc2O[C@@H]1c1ccc2c(c1)OCO2,i,-7,728,-11%,-1.7%,-0.21,-0.22,0.37,0.29,2.2,2.0,4.5,0.36,1328,i,-10,6%
O=C(NC1CCCC1)c1ccc(CS(=O)(=O)c2cccc(C(F)(F)F)c2)o1,i,x,x,-3%,-0.2%,-0.15,-0.21,0.064,0.004,1.5,1.8,11,0.02,1414,i,3,2%
Cc1cccc(N2C(S)=C(C#N)C(=O)NC2c2cccs2)c1 (centres undefined),i,23,690,8%,1.2%,-1.5,-0.11,-0.83,0.55,2.2,2.3,6.5,-0.01,1490,i,-9,14%
COc1cccc(-c2nn(C)c3sc(C(=O)NCc4ccccn4)cc23)c1,i,10,722,-9%,1.8%,1.2,-0.17,0.92,-0.048,2.5,2.4,11,-0.03,1261,i,-5,3%
